Insulin prom inh – TRM-6 insulin promoter activity inhibition; hit rate 0.9% among 130,000; TRM-6 cells (human fetal islet line), insulin promoter-eGFP reporter, imaging; reporter expression induced with tamoxifen; inhibition, % at 2 µM;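 active = inhibition above the mean plus 3 SD, with well images judged a real hit on visual review, cut at about 60% in these data, passing the limit was not always enough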
SDO1 yeast rescue – restores growth of sdo1-depleted yeast; S. cerevisiae sdo1-depleted JHY4D growth rescue, OD600 30 h; hits give high values; pdr5 snq2 efflux-pump mutant strain; AID 817; hit rate 0.21% among 140,000; z-score at 10 µM;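 active = z-score above 3 at both the 24 hr and the 30 hr optical density reads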;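 note: z-score against mean and SD of all compound wells on the same plate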
SDO1 yeast rescue Rescue 24 h – recorded beside SDO1 yeast rescue, whose call it bears; z-score; S. cerevisiae sdo1-depleted JHY4D growth rescue, OD600; measured here: growth rescue at 24 h;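 0 is the plate mean of compound wells and units are plate SD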
The depositor's hits bear a star; nt = not tested or not shown.

> O=C(O)Cc1cn(-c2ccccc2)nc1-c1ccc(Cl)cc1
  Insulin prom inh: -77.8
  SDO1 yeast rescue: nt
  SDO1 yeast rescue Rescue 24 h: nt
> Cc1scc2c1N(C(=O)CN1CCN(C)CC1)c1ccccc1NC2=O
  Insulin prom inh: 13.3
  SDO1 yeast rescue: nt
  SDO1 yeast rescue Rescue 24 h: nt
> CCCOc1ccc2nc(NC(=O)OC)[nH]c2c1
  Insulin prom inh: -304.8
  SDO1 yeast rescue: 0.54
  SDO1 yeast rescue Rescue 24 h: -0.22
> COc1ccc(C(=O)c2ccccc2)c(O)c1
  Insulin prom inh: -21.0
  SDO1 yeast rescue: 0.54
  SDO1 yeast rescue Rescue 24 h: 0.76
> CN(C)c1ccc2nc3ccc(=[N+](C)C)cc-3sc2c1
  Insulin prom inh: -105.9
  SDO1 yeast rescue: nt
  SDO1 yeast rescue Rescue 24 h: nt
> CCN(CCCCOC(=O)c1ccc(OC)c(OC)c1)C(C)Cc1ccc(OC)cc1 (centres undefined)
  Insulin prom inh: -9.5
  SDO1 yeast rescue: 0.01
  SDO1 yeast rescue Rescue 24 h: 0.17
> Cc1c(C)n(Cc2ccccc2)c2ccc(C(=O)OCCN(C)C)cc12
  Insulin prom inh: 13.3
  SDO1 yeast rescue: nt
  SDO1 yeast rescue Rescue 24 h: nt
> CC(C)(C)NCC(O)COc1cccc2c1C[C@H](O)[C@H](O)C2 (some centres undefined)
  Insulin prom inh: 14.3
  SDO1 yeast rescue: -0.14
  SDO1 yeast rescue Rescue 24 h: -0.09

Reprinted from the entries so far (four entries):
> O=C(O)Cc1cn(-c2ccccc2)nc1-c1ccc(Cl)cc1
  Insulin prom inh: -77.8
  SDO1 yeast rescue: nt
  SDO1 yeast rescue Rescue 24 h: nt
> Cc1scc2c1N(C(=O)CN1CCN(C)CC1)c1ccccc1NC2=O
  Insulin prom inh: 13.3
  SDO1 yeast rescue: nt
  SDO1 yeast rescue Rescue 24 h: nt
> CCCOc1ccc2nc(NC(=O)OC)[nH]c2c1
  Insulin prom inh: -304.8
  SDO1 yeast rescue: 0.54
  SDO1 yeast rescue Rescue 24 h: -0.22
> COc1ccc(C(=O)c2ccccc2)c(O)c1
  Insulin prom inh: -21.0
  SDO1 yeast rescue: 0.54
  SDO1 yeast rescue Rescue 24 h: 0.76

Compound activity (PubChem BioAssay)

Only part of the results is shown (hit frequency here may not be typical).
